hERG protect – hERG (human) protection from proarrhythmic block; Q12809; CHO-hERG, FluxOR thallium flux, dofetilide IC70 present; activation (rescue from dofetilide block), less the hit threshold, % at 10 µM; actives 0.51% (n = 310,000); AID 1511;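 active means activation above the mean of controls blocked by dofetilide plus 5 SD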;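 further: thallium influx through hERG after potassium depolarization seen as dye fluorescence rise; in these data hits start at about 4.7%; inactives centre near -7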
Target sequence (Q12809 whole entry, looked up): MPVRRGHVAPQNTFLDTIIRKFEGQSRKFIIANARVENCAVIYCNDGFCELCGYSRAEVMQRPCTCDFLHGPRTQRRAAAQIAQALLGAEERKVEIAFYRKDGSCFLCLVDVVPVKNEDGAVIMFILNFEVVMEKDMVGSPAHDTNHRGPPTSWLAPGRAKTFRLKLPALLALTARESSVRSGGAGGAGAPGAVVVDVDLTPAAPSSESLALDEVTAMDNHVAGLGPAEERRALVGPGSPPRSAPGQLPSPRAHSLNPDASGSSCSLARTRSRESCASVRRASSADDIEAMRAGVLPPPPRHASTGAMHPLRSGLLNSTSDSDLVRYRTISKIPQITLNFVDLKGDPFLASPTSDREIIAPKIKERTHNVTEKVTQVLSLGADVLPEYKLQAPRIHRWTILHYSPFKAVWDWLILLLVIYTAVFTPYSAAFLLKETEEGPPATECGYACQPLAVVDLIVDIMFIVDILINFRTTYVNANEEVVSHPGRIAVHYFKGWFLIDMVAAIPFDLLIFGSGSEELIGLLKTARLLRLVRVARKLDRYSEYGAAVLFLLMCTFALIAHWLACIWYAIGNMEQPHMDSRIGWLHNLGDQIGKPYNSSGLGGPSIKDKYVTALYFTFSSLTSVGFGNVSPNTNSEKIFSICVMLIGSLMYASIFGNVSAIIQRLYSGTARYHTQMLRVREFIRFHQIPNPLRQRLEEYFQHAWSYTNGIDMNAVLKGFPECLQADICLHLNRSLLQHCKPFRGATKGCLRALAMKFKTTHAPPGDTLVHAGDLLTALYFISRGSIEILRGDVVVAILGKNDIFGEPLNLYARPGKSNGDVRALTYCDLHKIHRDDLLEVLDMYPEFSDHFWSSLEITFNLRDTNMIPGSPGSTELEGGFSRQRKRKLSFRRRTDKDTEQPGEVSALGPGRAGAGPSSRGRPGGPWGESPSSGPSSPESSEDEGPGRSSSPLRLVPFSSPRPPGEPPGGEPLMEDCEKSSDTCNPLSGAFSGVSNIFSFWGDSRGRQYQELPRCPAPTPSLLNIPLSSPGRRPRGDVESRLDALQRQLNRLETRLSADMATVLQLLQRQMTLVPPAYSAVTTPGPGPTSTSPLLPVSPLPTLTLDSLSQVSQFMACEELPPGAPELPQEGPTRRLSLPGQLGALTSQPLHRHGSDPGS
HDAC3 inh – human HDAC3 inhibition | O15379 | recombinant HDAC3, fluorogenic peptide/trypsin coupled, fluorescence | inhibition, % at 8.3 µM | actives 0.15% (n = 320,000); in the data active means inhibition above about 26%, passing the limit was not always enough; inconclusive means no clear call, values can overlap the other calls
RGS4 act – RGS4 potentiation or activation; HEK293 M3R/inducible RGS4, carbachol calcium flux Fluo4; active compounds read low; B-score at 10 µM; actives 0.92% (n = 310,000); AID 463111;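 active means B-score of the integrated calcium signal more than 4 SD below the library mean, with starting fluorescence not abnormally high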;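 further: negative B-score means reduced calcium response which marks RGS4 activation or potentiation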
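Reagent: ECmax carbachol challenge; Test system: M3R-expressing HEK293 line, RGS4 induced by doxycycline; Schedule: overnight RGS4 induction, 30 min dye load 37 °C, 20 min compound RT; Detection: calcium dye Fluo4 fluorescence; Read-out: Agonist-evoked peak-minus-minimum fluorescence over baseline, integrated ratio, B score.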
KCNK3 inh – human KCNK3 channel inhibition, primary screen. actives 0.84% (n = 340,000). CHO-KCNK3 thallium flux, FluxOR fluorescence; active compounds read low. AID 602410. B-score at 10 µM;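 active means B-score under library mean minus 4 SD, starting fluorescence ratio at most library mean plus 5 SD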;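 further: more negative B-score means stronger inhibition of thallium flux through KCNK3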
KCNQ1 act – potentiators or activators of human KCNQ1 potassium channel; B-score at 10 µM; CHO-K1 KCNQ1, thallium flux FluxOR fluorescence; active compounds read high; actives 0.35% (n = 310,000);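 active means fluorescence ratio B-score, a plate-corrected score, at least three library SD, with initial intensity B-score within 5 SD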
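Assay system: stable KCNQ1 CHO-K1 line; medium: assay buffer, equal DMSO in all wells; timing: 90 min dye loading and 20 min compound exposure, both at room temperature; technique: kinetic FluxOR thallium fluorescence, 10-s 1-Hz baseline, 110-s post-stimulus read; read-out basis: B score of baseline-normalized fluorescence ratio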
GSK3B inh – human GSK3beta kinase inhibition; actives 0.038% (n = 300,000); GST-GSK3beta kinase, ADP-Glo luminescence, 60 min; active compounds read low; activity score (negative = inhibition), % at 10 µM; P49841; AID 2097;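 active means more than half of replicate wells score below -50%, meaning over 50% inhibition versus plate controls; inconclusive means some replicates but at most half score below -50%; inactive means no replicate scores below -50%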;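 further: 0% = median DMSO wells and -100% = median GW8510 positive control wells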
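test system = GST-tagged human GSK3beta kinase, cell-free | reagent = 25 µM ATP with peptide substrate | dosing = one dose of 10 µM per compound | schedule = 60 min reaction, RT | detection = luminescent ADP-Glo measurement of ADP formed | control set = DMSO neutral wells and GW8510 at 20 µM as positive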
PolyA inhibitor – yeast polyadenylation inhibition; actives 0.02% (n = 300,000); calls only at 12 µM; S. cerevisiae SKY197-pL101 polyadenylation reporter, beta-gal luminescence; efflux-impaired pdr1/pdr3 knockout yeast; score 100 = 6 SD above DMSO;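 active means lowest replicate activity score at least 50, where 100 means six control SD above control mean; inconclusive means lowest score under 50 but half or more replicates reach 50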;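 further: yeast exposed to compound for 9 h at 30 °C; higher score means more reporter readthrough which indicates perturbed polyadenylation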
GSK3A inh – inhibitors of human GSK-3 alpha kinase; P49840; ADP-Glo luminescence, 60 min; inhibition, % at 10 µM; actives 0.1% (n = 320,000); AID 2650;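 in the data active means inhibition above about 50%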;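 further: GST-tagged GSK-3 alpha with peptide substrate and 25 µM ATP; 0% = DMSO neutral wells and 100% = GW8510 positive control wells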
Dyrk1A ADPGlo – inhibitors of rat Dyrk1A kinase; inhibition, % at 12.5 µM; ADP-Glo luminescence, NFATc1 peptide; actives 0.43% (n = 310,000); Q63470; in the data active means inhibition above about 50%;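 further: plate controls were vehicle with enzyme for no effect and no enzyme for full effect; many of its hits are not listed in these tables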
KCNQ1 block – human KCNQ1 channel inhibition; AID 2642; P51787; B-score at 10 µM; actives 1.3% (n = 310,000); CHO-K1 KCNQ1, FluxOR thallium flux fluorescence; active compounds read high;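 active means compounds whose thallium flux B-score, printed positive for inhibition, exceeds three library SD while starting fluorescence stays within three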;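 further: channel opened by potassium depolarization with thallium stimulus after 20 min compound exposure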
KCNK9 block – blocks the human KCNK9 two-pore domain potassium channel; Q9NPC2; HEK293 KCNK9, FluxOR thallium flux fluorescence; active compounds read low; B-score at 10 µM; actives 1.2% (n = 310,000); AID 488922;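 active means ratio B-score over 3 SD below the library mean, with starting fluorescence within 5 SD of its mean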;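 further: negative B-score means less thallium flux so channel inhibition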
* hit, by the source's call; i = inactive; ? = inconclusive; . = no result given.

1. COc1cc(-c2n[nH]c(=S)n2-c2ccc(Br)cc2)cc(OC)c1OC
2. CCOC(=O)c1ccc(Oc2nc(NC)nc(Nc3ccccc3)n2)cc1
3. CCOC(=O)c1ccc(OCc2nc(-c3cccs3)no2)cc1
4. NS(=O)(=O)c1ccc(CCNC(=O)c2cc(-c3ccc(Br)cc3)nc3ccccc23)cc1
5. CN(C)CCOC(=O)/C(=C/c1cn(C)c2ccccc12)NC(=O)c1ccccc1
6. COc1ccc(C(=S)N2CCCCCC2)cc1
7. CN(C)/C=C/C(=O)c1cc(N2CCOCC2)ccc1[N+](=O)[O-]
8. Cc1ccc(Cn2ccc(C3CC3)n2)cc1

assay / entry	1	2	3	4	5	6	7	8
hERG protect	-6	-16	2	-12	-14	-12	-7	-2
HDAC3 inh	4	?	10	-4	3	6	9	.
RGS4 act	i	i	i	i	i	i	i	i
KCNK3 inh	i	i	i	i	i	i	i	i
KCNQ1 act	i	i	i	i	i	i	i	i
GSK3B inh	0	1	0	2	-2	-1	0	0
PolyA inhibitor	i	i	i	i	i	i	i	i
GSK3A inh	2	5	1	5	6	0	-2	.
Dyrk1A ADPGlo	4	5	1	3	-13	4	.	-10
KCNQ1 block	i	i	i	i	i	i	i	i
KCNK9 block	i	i	i	i	i	i	i	i

9. Cc1ccc2occ(C(c3nnnn3Cc3ccccc3)N3CCOCC3)c(=O)c2c1 (configuration not stated)
10. CCCCOc1nc2ccccc2nc1C(C#N)S(=O)(=O)c1ccccc1 (configuration not stated)
11. CCOc1ccc(C(=O)OCC(=O)NC2CCCC2)cc1OCC
12. CCCCn1c(N)c(N(CCOC)C(=O)CSc2ccccc2C)c(=O)[nH]c1=O
13. COc1ccc(N=CC2=C(O)c3ccccc3C2=O)c(OC)c1
14. COc1ccccc1NC(=O)CCN1C(=O)C2CC=CCC2C1=O (configuration not stated)
15. O=C(CSc1nnc2ccc(-c3ccccn3)nn12)NCC1CCCO1 (configuration not stated)
16. CCCCCCCCCCCCN1[C@@H](CC(C)=O)c2cc(F)ccc2S1(=O)=O

assay / entry	9	10	11	12	13	14	15	16
hERG protect	0	3	-4	-19	-7	-7	-4	-1
HDAC3 inh	-2	-4	-8	-1	-3	-9	-1	1
RGS4 act	i	i	i	i	i	i	i	i
KCNK3 inh	i	i	i	i	i	i	i	i
KCNQ1 act	i	i	i	i	i	i	i	i
GSK3B inh	1	0	4	-21	-1	1	1	4
PolyA inhibitor	i	i	i	i	i	i	i	i
GSK3A inh	-2	-2	-3	0	0	0	-1	1
Dyrk1A ADPGlo	-7	0	-1	-5	7	.	3	0
KCNQ1 block	i	i	i	i	i	i	i	i
KCNK9 block	i	i	i	i	i	i	i	i

4 entries from above, ordered by molar mass, largest number first.
9. Cc1ccc2occ(C(c3nnnn3Cc3ccccc3)N3CCOCC3)c(=O)c2c1 (configuration not stated)
10. CCCCOc1nc2ccccc2nc1C(C#N)S(=O)(=O)c1ccccc1 (configuration not stated)
2. CCOC(=O)c1ccc(Oc2nc(NC)nc(Nc3ccccc3)n2)cc1
3. CCOC(=O)c1ccc(OCc2nc(-c3cccs3)no2)cc1

assay / entry	9	10	2	3
hERG protect	0	3	-16	2
HDAC3 inh	-2	-4	?	10
RGS4 act	i	i	i	i
KCNK3 inh	i	i	i	i
KCNQ1 act	i	i	i	i
GSK3B inh	1	0	1	0
PolyA inhibitor	i	i	i	i
GSK3A inh	-2	-2	5	1
Dyrk1A ADPGlo	-7	0	5	1
KCNQ1 block	i	i	i	i
KCNK9 block	i	i	i	i

Additional records
17. COC(=O)Cc1[nH]nc2c1C(c1cc(OC)c(OC)c(OC)c1)C(C#N)=C(N)O2 (configuration not stated)
18. Cc1ccc(OCC(=O)Nc2ccc(N3CCN(C(=O)c4ccco4)CC3)cc2)cc1C
19. N#Cc1c2c(c(NCc3ccco3)n3c1nc1ccccc13)CCC2
20. Cc1csc(=O)n1CC(=O)OC(C)C(=O)Nc1ccc(F)c(F)c1F (configuration not stated)
21. Cc1[nH]c2ccccc2c1C(c1ccccn1)N1CCC(C(N)=O)CC1 (configuration not stated)
22. COc1ccc(C(=O)/C=C2\Sc3ccccc3N2C)cc1
23. CCCCCCNC(=O)c1cn(CC)c2cc(N3CCN(C)CC3)c(F)cc2c1=O
24. COc1ccc(CC(=O)OC2CCCN(C)C2)cc1 (configuration not stated)

assay / entry	17	18	19	20	21	22	23	24
hERG protect	-10	-5	-4	-7	-8	-13	-9	-5
HDAC3 inh	-1	-9	-19	1	15	-6	-18	-3
RGS4 act	i	i	i	i	i	i	i	i
KCNK3 inh	i	i	i	i	i	i	i	i
KCNQ1 act	i	i	i	i	i	i	i	i
GSK3B inh	0	-2	1	-3	-1	0	-3	-7
PolyA inhibitor	i	i	i	i	i	i	i	i
GSK3A inh	-5	0	17	-2	-2	0	-1	-3
Dyrk1A ADPGlo	-3	4	5	1	-4	0	-2	2
KCNQ1 block	i	i	i	i	i	i	i	i
KCNK9 block	i	i	i	i	i	i	i	i

25. CCCCn1c(-c2cccnc2)nc2cc3[nH]c(=O)c(C(C)C)nc3cc21
26. Nc1c(Cl)c(Cl)nc(C(=O)OCC(=O)N2CCCC2=O)c1Cl
27. COc1ccc(OC)c(NS(=O)(=O)c2cc3c4c(c2)CCN4C(=O)CC3)c1
28. C=CCc1c(C)nc(C)nc1N/N=C/c1ccc(F)cc1
29. O=c1c2c(-c3cccs3)csc2[nH]c(=S)n1-c1ccccc1
30. O=C(COc1ccccc1)NC1CCCc2ccccc21 (configuration not stated)
31. Cc1cc(Cl)ccc1OCC(=O)NC(=S)Nc1ccc(Cl)cn1
32. O=C(N/N=C/c1ccc(-c2ccccc2)o1)c1ccccc1O

assay / entry	25	26	27	28	29	30	31	32
hERG protect	-27	-11	-4	-7	-8	-5	-8	0
HDAC3 inh	-35	2	.	10	5	2	2	4
RGS4 act	i	i	i	i	i	i	i	i
KCNK3 inh	i	i	i	i	i	i	i	i
KCNQ1 act	i	i	i	i	i	i	i	8*
GSK3B inh	-3	1	0	-1	1	2	-1	-4
PolyA inhibitor	i	i	.	i	i	i	.	i
GSK3A inh	-1	2	.	-1	-3	-2	.	.
Dyrk1A ADPGlo	-8	-5	1	-2	42	-5	1	1
KCNQ1 block	i	i	i	i	i	i	i	i
KCNK9 block	i	i	i	i	i	i	i	i

33. CC1=NN(/C(=N\c2nnc(C)s2)Nc2ccccc2)[C@H](c2cccc3ccccc23)S1
34. COC(=O)c1ccc(/C=N/NC(=O)C2CC(=O)N(c3ccc(F)cc3)C2)cc1 (configuration not stated)
35. Cc1ccc(NCC(=O)N/N=C\c2ccc([N+](=O)[O-])o2)cc1
36. C=CCNc1oc(-c2cccs2)nc1C#N
37. COc1cc(NC(=O)CCc2nnc3ccc(N4CCCCC4)nn23)cc(OC)c1OC
38. O=[N+]([O-])c1cccc(-c2ccn[nH]2)c1
39. O=C(NCc1ccccn1)C1CCN(Cc2cccc(OCc3ccccc3)c2)CC1
40. CCC(OCC(O)CN1CCN(CCN2C(=O)c3cccc4cccc(c34)C2=O)CC1)c1ccccc1 (configuration not stated)

assay / entry	33	34	35	36	37	38	39	40
hERG protect	-14	-5	-6	-13	-8	-7	-6	-18
HDAC3 inh	8	3	9	-336	0	0	-4	0
RGS4 act	i	i	i	i	i	i	i	i
KCNK3 inh	i	i	i	i	i	i	i	i
KCNQ1 act	i	i	i	i	i	i	8*	i
GSK3B inh	-2	-2	0	-13	-1	-4	-15	-1
PolyA inhibitor	i	i	i	i	i	i	i	i
GSK3A inh	0	-2	-2	17	-1	-3	4	0
Dyrk1A ADPGlo	2	-5	-2	34	-4	-3	-1	-1
KCNQ1 block	i	i	i	i	i	i	i	i
KCNK9 block	i	i	i	i	i	i	i	i

Record cards, as listed above. Screens in order: hERG protect, HDAC3 inh, RGS4 act, KCNK3 inh, KCNQ1 act, GSK3B inh, PolyA inhibitor, GSK3A inh, Dyrk1A ADPGlo, KCNQ1 block, KCNK9 block
C=CCNc1oc(-c2cccs2)nc1C#N as listed: -13, -336, i, i, i, -13, i, 17, 34, i, i
Cc1ccc(NCC(=O)N/N=C\c2ccc([N+](=O)[O-])o2)cc1 as listed: -6, 9, i, i, i, 0, i, -2, -2, i, i

Other records:
41. Cn1cnnc1SCC(=O)NNC(=O)COc1ccc(Br)cc1
42. COc1ccccc1N(C)S(=O)(=O)c1ccc(C(=O)OCC(=O)N(C(C)C)C(C)C)cc1
43. Cc1ncc(C[n+]2csc(C)c2C)c(N)n1
44. Cc1ccc(C(=O)COC(=O)CCc2nc3ccccc3[nH]c2=O)cc1C
45. Cc1cc2nc(C(F)(F)F)[nH]c(=O)n2n1
46. O=C(O)c1cccc(Cn2cc(Cl)cn2)c1
47. O=C(COc1ccccc1)NNC(=O)c1cc2ccccc2o1
48. CN(C(=O)CC1C(=O)NCCN1Cc1ccc(F)cc1)C1CCOCC1 (configuration not stated)

assay / entry	41	42	43	44	45	46	47	48
hERG protect	3	-5	-4	-11	-4	-4	-5	-9
HDAC3 inh	-2	-17	-1	-3	3	-5	-1	7
RGS4 act	i	i	i	i	i	i	i	i
KCNK3 inh	i	i	i	i	i	i	i	i
KCNQ1 act	i	i	i	i	i	i	i	i
GSK3B inh	0	-2	-3	3	5	-5	0	1
PolyA inhibitor	i	i	i	i	i	i	i	i
GSK3A inh	-3	-3	8	-1	-2	0	-3	-2
Dyrk1A ADPGlo	-6	.	-7	-4	10	1	.	14
KCNQ1 block	i	i	i	i	i	i	i	i
KCNK9 block	i	i	i	i	i	i	i	i

49. COC(=O)c1cc(OC)c(OC)cc1NC(=S)N1CCN(c2ccccc2)CC1
50. Cc1ccc2cc(C(c3nnnn3Cc3ccccc3)N3CCc4ccccc43)c(=O)[nH]c2c1 (configuration not stated)
51. Cc1ccccc1NS(=O)(=O)c1ccc(C(=O)NCC(C)(C)N2CCOCC2)cc1
52. Cn1nc(-c2ccccc2)c(CO)c1Sc1ccccc1

assay / entry	49	50	51	52
hERG protect	-12	-4	-16	-5
HDAC3 inh	1	16	8	3
RGS4 act	i	i	i	i
KCNK3 inh	i	i	i	i
KCNQ1 act	i	i	i	i
GSK3B inh	-1	-1	1	4
PolyA inhibitor	i	i	i	i
GSK3A inh	-2	-1	-5	-2
Dyrk1A ADPGlo	3	-8	-3	-3
KCNQ1 block	i	i	i	i
KCNK9 block	i	i	i	i

Screening results (PubChem)

The list is partial. The share of hits here may be higher or lower than overall.
